# Compound activity (PubChem)
# TRPC6 act = mouse TRPC6 channel activators, primary screen, cell-based, HEK293, membrane potential dye; B-score at 10 µM; HEK293-TRPC6 membrane potential dye fluorescence; stronger effect = higher value; 310,000 compounds, 0.13% hits; Short transient receptor potential channel 6 (Mus musculus), Q61143;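 active means B-score of the integrated fluorescence ratio above library mean plus 3 SD, and starting fluorescence ratio within library mean plus 5 SD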;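 further: higher score means more depolarization so channel activation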
# RGS4 inh = RGS4 inhibitors, primary screen, cell-based, HEK293 M3R inducible RGS4, calcium flux | Regulator of G-protein signaling 4 (Homo sapiens), P49798 | Fluo-4 calcium flux; stronger effect = higher value; triggered by carbachol at its EC20 | B-score at 10 µM | 310,000 compounds, 0.45% hits | AID 463165, 2010;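 active means B-score, a plate-corrected calcium signal, over three deviations above library mean, with baseline fluorescence within five deviations of library mean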;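 further: RGS4 expression induced by doxycycline in cells with stable M3 receptor; B-score is computed from the integrated fluorescence ratio over baseline after carbachol; higher B-score means a larger calcium signal and so more RGS4 inhibition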
# Target sequence (P49798 whole entry, looked up): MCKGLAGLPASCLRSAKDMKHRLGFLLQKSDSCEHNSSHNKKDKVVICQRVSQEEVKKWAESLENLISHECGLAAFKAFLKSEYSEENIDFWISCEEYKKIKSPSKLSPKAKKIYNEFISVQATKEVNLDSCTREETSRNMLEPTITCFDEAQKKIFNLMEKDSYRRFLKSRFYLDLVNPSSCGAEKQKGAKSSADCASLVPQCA
# SKKanGAS inh = S. pyogenes SKKanGAS growth inhibitors in kanamycin, primary screen, streptokinase expression inhibitor project, SKKanGAS strain, BacTiter-Glo luminescence; 6 h; inhibition, % at 7.5 µM; 300,000 compounds, 1.3% hits;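 active means mean replicate score, as percent of positive control median, at least 50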;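 further: strain carries kanamycin resistance gene driven by streptokinase promoter and grows in 40 µg/ml kanamycin; loss of luminescence reflects streptokinase promoter inhibition or plain growth inhibition; 0% = median of DMSO wells and 100% = positive control at its reference dose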
# MrgX1 PAM = positive allosteric modulators of MrgX1, primary screen, HEK293 cells, Fluo-4 calcium flux; Mas-related G-protein coupled receptor member X1 (Homo sapiens), Q96LB2; FDSS; stronger effect = higher value; B-score at 10 µM; 310,000 compounds, 0.63% hits; AID 588675, 2011;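 active means plate-corrected calcium response at least 3 library SD above typical, normal starting fluorescence, not activating the receptor alone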;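 further: compound read alongside a low EC10 to EC30 dose of BAM8-22 agonist; peak minus trough fluorescence over baseline measured at the second addition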
# Target sequence (Q96LB2 whole entry, looked up): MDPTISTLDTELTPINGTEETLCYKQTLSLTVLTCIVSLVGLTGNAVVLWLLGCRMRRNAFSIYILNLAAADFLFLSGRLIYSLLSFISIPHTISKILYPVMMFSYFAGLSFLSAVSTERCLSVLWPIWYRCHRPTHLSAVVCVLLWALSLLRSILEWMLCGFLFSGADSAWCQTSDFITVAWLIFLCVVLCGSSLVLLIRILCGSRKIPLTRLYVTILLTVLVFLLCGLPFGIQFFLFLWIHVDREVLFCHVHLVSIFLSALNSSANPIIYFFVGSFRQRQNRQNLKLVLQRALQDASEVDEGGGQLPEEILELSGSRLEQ
# TMEM16A act = TMEM16A chloride channel activators or potentiators, primary screen, cell-based, HTS; HEK293 TMEM16A/YFP-H148Q/I152L, iodide quench fluorescence; stronger effect = lower value; B-score at 10 µM; AID 623877, 2012; Anoctamin-1 (Mus musculus), Q8BHY3; 340,000 compounds, 0.3% hits;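 active means fluorescence-ratio B-score plate-corrected deviation score at least 3 library SD below zero, with starting fluorescence score within 5 deviations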;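 further: channel opened by trigger with iodide after compound preincubation; score built on the fluorescence ratio of max minus min over baseline; more negative score means more quench and so TMEM16A activation or potentiation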
# TMEM16A inh = TMEM16A chloride channel inhibitors, primary screen, cell-based, HTS; Anoctamin-1 (Mus musculus), Q8BHY3; HEK293 TMEM16A/YFP iodide influx fluorescence, ionomycin; normalized B-score (activity score, 25-100; higher = stronger inhibition) at 10 µM; 310,000 compounds, 1.2% hits;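 active means ratio plate-corrected score three or more library SD toward inhibition, starting fluorescence score within five deviations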;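 further: score derived from kinetic fluorescence span divided by baseline fluorescence per well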
# MrgX1 antagonist = antagonists of human MrgX1 receptor, primary screen, HEK293 cells, Fluo-4 calcium flux; Mas-related G-protein coupled receptor member X1 (Homo sapiens), Q96LB2; BAM8-22 antagonism; stronger effect = lower value; B-score at 10 µM; 310,000 compounds, 1.3% hits;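 active means calcium-response B-score plate-corrected more than 3 library SD below zero, starting fluorescence within 5 deviations, no agonist response on first addition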;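 further: peak minus trough fluorescence over baseline after final BAM8-22 challenge near maximal dose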
# TRPC6 inhibitor = mouse TRPC6 channel inhibitors, primary screen, cell-based, HEK293, membrane potential dye | ACh-evoked depolarization; stronger effect = lower value | B-score at 10 µM | 310,000 compounds, 1.1% hits;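 active means B-score under library mean minus 3 SD, initial fluorescence not abnormally high, positive integrated signal ratio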;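 further: B-score derived from integrated fluorescence ratio over the kinetic read; more negative B-score means stronger inhibition of depolarization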
# HDAC3 inh = HDAC3 deacetylase inhibitors, primary screen, biochemical, fluorescence, cell-free homogeneous. Histone deacetylase 3 (Homo sapiens), O15379. recombinant HDAC3, fluorogenic peptide/trypsin coupled. inhibition, % at 8.3 µM. 320,000 compounds, 0.15% hits. AID 2718, 2010; in the data active means inhibition above about 26%, passing the limit was not always enough
# Target sequence (O15379 whole entry, looked up): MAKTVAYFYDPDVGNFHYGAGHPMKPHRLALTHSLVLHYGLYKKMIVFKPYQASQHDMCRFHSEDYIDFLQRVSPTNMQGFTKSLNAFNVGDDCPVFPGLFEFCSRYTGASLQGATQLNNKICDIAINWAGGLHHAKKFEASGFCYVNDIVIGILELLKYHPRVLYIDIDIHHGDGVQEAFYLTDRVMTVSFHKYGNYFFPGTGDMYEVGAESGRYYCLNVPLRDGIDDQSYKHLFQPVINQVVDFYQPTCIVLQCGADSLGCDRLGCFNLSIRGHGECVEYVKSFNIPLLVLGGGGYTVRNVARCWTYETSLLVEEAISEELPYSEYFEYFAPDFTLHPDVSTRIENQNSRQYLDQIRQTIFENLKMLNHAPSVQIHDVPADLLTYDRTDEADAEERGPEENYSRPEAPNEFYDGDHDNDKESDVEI
# MrgX1 agonist = agonists of human MrgX1 receptor, primary screen, HEK293 cells, Fluo-4 calcium flux. Mas-related G-protein coupled receptor member X1 (Homo sapiens), Q96LB2. Fluo-4 calcium fluorescence, agonist mode; stronger effect = higher value. B-score at 10 µM. 310,000 compounds, 0.44% hits. AID 588627, 2011;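 active means calcium response B-score plate-corrected fluorescence ratio at least 3 library SD, with starting fluorescence B-score inside 5 SD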
#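 Test system: HEK293 cells stably expressing human MrgX1 receptor; amount: 15,000 cells per well; doses: compound delivered in addition one of three; times: overnight plating before 1 h dye loading; detection: Fluo-4 NW calcium-flux fluorescence, kinetic read; read-out basis: B-scored fluorescence response ratio; controls: positive and negative controls per plate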
# RGS4 act = RGS4 potentiators or activators, primary screen, cell-based, HEK293 M3R inducible RGS4, calcium flux. 310,000 compounds, 0.92% hits. carbachol calcium flux Fluo4; stronger effect = lower value. B-score at 10 µM;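 active means B-score of the integrated calcium signal more than 4 SD below the library mean, with starting fluorescence not abnormally high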;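 further: negative B-score means reduced calcium response which marks RGS4 activation or potentiation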
#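 test system = M3R-expressing HEK293 line, RGS4 induced by doxycycline | probe or stimulus = carbachol at ECmax as muscarinic agonist stimulus | timing = dye loading 30 min 37 °C, buffer rest 30 min RT | signal = calcium dye Fluo4 fluorescence | evaluation = B score from integrated fluorescence ratio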
# * = called active by the depositor; i = inactive; · = not tested or not shown.
mol	TRPC6 act	RGS4 inh	SKKanGAS inh	MrgX1 PAM	TMEM16A act	TMEM16A inh	MrgX1 antagonist	TRPC6 inhibitor	HDAC3 inh	MrgX1 agonist	RGS4 act
CN1C(=O)/C(=C/c2ccco2)SC1=Nc1ccc(N2CCOCC2)cc1	i	i	20	i	i	i	i	i	-7	i	i
COc1ccc(/C=N/N(C)C2=NCCN2)c(OC)c1OC	i	i	7	i	i	i	i	i	1	i	i
COc1ccc(OC)c(S(=O)(=O)Nc2cc3c4c(c2)CC(=O)N4CCC3)c1	i	i	0	i	i	i	i	i	3	i	i
CCOc1cc(/C=N/n2cnnc2)c(Br)cc1O	i	i	3	i	i	i	i	i	7	i	i
COc1ccc(C(C)C)cc1S(=O)(=O)n1ccnc1C	i	i	12	i	i	i	i	i	1	i	i
O=C(CCC(=O)N1CCN(Cc2ccc(F)cc2)CC1)Nc1nnc(C(F)(F)F)s1	i	i	-2	i	i	i	i	i	2	i	i
CN(C)C(CNC(=O)CCC(=O)c1ccc(Br)cc1)c1ccccc1 (centres undefined)	i	i	0	i	i	i	i	i	-1	i	i
Cc1ccccc1SCCNC(=O)CCc1ccccc1	i	i	10	i	·	i	i	i	5	i	i
CSc1c(CC(=O)NCCCO)n(Cc2ccccc2)c2ccccc12	i	i	1	i	i	i	i	i	0	i	i
CCn1ncc(C2=NOC(C(=O)NCc3ccc(Cl)cc3)C2)c1C (centres undefined)	i	i	5	i	i	i	i	i	-3	i	i
O=S1(=O)CCC(NC(=S)Nc2ccccc2)C1 (centres undefined)	i	i	6	i	i	i	i	i	-2	i	i
CC1CCN(S(=O)(=O)c2ccc3c(c2)N(CC(=O)NCCCN2CCCCC2)C(=O)CS3)CC1	i	i	-6	i	i	i	i	i	0	i	i
COC(=O)c1ccc2c(c1)N(C)CCS2	i	i	-3	i	i	i	i	i	0	i	i
O=C(O)CCCCCn1c(SCc2cc(=O)n3cc(Cl)ccc3n2)nc2ccsc2c1=O	i	i	23	i	i	i	i	i	-3	i	i
COc1ccc(C2N(C(=O)N3CCOCC3)CCN2S(=O)(=O)c2ccc(C)cc2)cc1 (centres undefined)	i	i	1	i	i	i	i	i	-10	i	i
Cc1nnc(NC(=O)CC(NC(=O)C(F)(F)F)c2ccccc2)s1 (centres undefined)	i	i	-5	i	i	i	i	i	3	i	i
C(/C=C/c1ccco1)=N/N1CCN(c2ccccc2)CC1	i	i	-14	i	i	i	i	i	0	i	i
O=C(CN1C(=O)S/C(=C/c2cccnc2)C1=O)N1CCOCC1	i	i	1	i	i	i	i	i	7	i	i
CC(=O)Nc1ccc(S(=O)(=O)N2C3CCCC2CC(NC(=O)C2CCCCC2)C3)cc1 (centres undefined)	i	i	-2	i	·	i	i	i	-3	i	i
O=C(Nc1c(C(=O)Nc2ccccc2)cnn1-c1ccccc1)c1ccco1	i	i	-3	i	i	i	i	i	-4	i	i
CN1CCN(C(c2ccccc2)c2ccc(Cl)cc2)CC1 (centres undefined)	·	·	·	i	i	i	i	·	3	i	·
Nc1ccc(S(=O)(=O)Nc2nccc(/C=C/c3ccc([N+](=O)[O-])cc3)n2)cc1	i	i	11	i	i	i	i	i	7	i	i
Cc1ccc(Nc2ncccc2C(=O)O)cc1C	i	i	-2	i	i	i	i	i	-2	i	i
Cc1ccc(C)c(NC(=O)C2C(c3ccccc3)C2(Cl)Cl)c1 (centres undefined)	i	i	14	i	i	i	i	i	3	i	i
Cc1n[nH]c(=S)n1/N=C/c1ccc(-c2ccccc2[N+](=O)[O-])o1	i	i	14	i	i	i	i	i	12	i	i
Cc1cc(C(=O)Nc2c(C)nn(Cc3c(Cl)cccc3Cl)c2C)no1	i	i	-1	i	i	i	i	i	-1	i	i
COc1ccc(OCC(=O)NNC(=O)Cc2coc3cc(OC)ccc23)cc1	i	i	0	i	i	i	i	i	5	i	i
Cc1nc(N2CCC(C(N)=O)CC2)c2nnn(Cc3ccccc3)c2n1	i	i	4	i	i	i	i	i	-3	i	i
COc1ccccc1N1CCN(c2cc(=O)n(-c3ccccc3Cl)c(=O)[nH]2)CC1	i	i	-3	i	i	100*	i	i	-3	i	i
COc1cc2c3nnc(-c4ccc(F)cc4)c-3cn(Cc3ccccc3)c2cc1OC	i	i	7	i	i	i	i	i	-10	i	i
CC1=C(c2ccccc2)SC2=NCCN21	i	i	4	i	i	i	i	i	10	i	-9.7*
CN(C)CCCN(C(=O)c1ccc(Cl)s1)c1nc2cc3c(cc2s1)OCO3	i	i	3	i	i	i	i	-6.1*	4	i	i
Cn1c(=O)c2c(nc(CN3CCN(CCO)CC3)n2Cc2cccc3ccccc23)n(C)c1=O	i	i	9	i	i	i	i	i	2	i	i
O=C(NCCCc1ccccc1)c1ccc(CS(=O)Cc2ccc(Cl)cc2)o1 (centres undefined)	i	i	3	i	i	i	i	i	-7	i	i
CCOc1ccccc1NC(=O)C1Cc2ccccc2CN1S(C)(=O)=O (centres undefined)	i	i	-5	i	i	i	i	i	17	i	i
CSc1cccc(NC(=O)c2nnn(Cc3ccccc3)c2N)c1	i	i	2	i	i	i	i	i	-9	i	i
O=C(NCC1CCCO1)c1ccc2c(c1)N(Cc1ccc(F)cc1)CCS2 (centres undefined)	i	i	-2	i	i	i	i	i	-19	i	i
CN(Cc1ccccc1)S(=O)(=O)c1nnc(NC(=O)c2ccccc2)s1	i	i	17	i	i	i	i	i	1	i	i
c1ccc(-c2cc(-c3ccccc3)on2)cc1	i	i	10	i	i	i	i	i	·	i	i
COc1ccc2c(c1)cc(C)c1nnc(SCC(=O)N3CCN(C(=O)c4ccco4)CC3)n12	i	i	-5	i	·	i	i	i	5	i	i
O=C(CCCC(=O)N(c1ccc2c(c1)OCCO2)C(C(=O)NC1CCCCC1)c1ccc(F)cc1)Nc1ccccn1 (centres undefined)	i	i	5	i	i	i	i	i	·	i	i
CC(C)(C)n1nnnc1C(c1cccs1)N(Cc1cccnc1)CC1CCCO1 (centres undefined)	i	i	5	i	i	i	i	i	-6	i	i
CC(C)OC(=O)CC(=O)CSc1nc2c(cc1C#N)CCCCCC2	i	i	10	i	i	i	i	i	-8	i	i
CCN(CC)CCNC(=O)c1ccc(NC(=O)Cc2ccccc2F)cc1	i	i	8	i	i	i	i	i	1	i	i
O=C(c1ccc(Cl)c(S(=O)(=O)N2CCOCC2)c1)N1CCCCCC1	i	i	-9	i	i	i	i	i	-5	i	i
COc1ccccc1-c1nnc(NC(=O)c2ccc(S(=O)(=O)N3CCOCC3)cc2)o1	i	i	10	i	i	i	i	i	6	i	i
C#CCO[C@@H]1C[C@H](n2cnc3c(NC(=O)c4ccccc4)ncnc32)O[C@@H]1CO	i	i	3	i	i	i	i	i	-4	i	i
CC(NC(=O)C1CCC(C(=O)NC(C)c2ccccc2)CC1)c1ccccc1 (centres undefined)	i	i	2	i	i	i	i	i	-7	i	i
O=C(NCc1ccccc1)c1ccc(=O)[nH]n1	i	i	2	i	i	i	i	i	5	i	i
Cc1ccc(CN(C(=O)N2CCN(C)CC2)S(=O)(=O)c2ccc(C)cc2)cc1	i	i	-3	i	i	i	i	i	-3	i	i
COc1ccc(-n2c(=O)c3ccccc3n(CC(=O)NCc3ccco3)c2=O)cc1	i	i	-2	i	i	i	i	i	-3	i	i
CN(Cc1cc(=O)n2ccsc2n1)c1ccccc1	i	i	2	i	i	i	i	i	12	i	i
COc1cccc(C(=O)Nc2nc(SCc3ccc(Cl)cc3)n[nH]2)c1	i	i	-4	i	i	i	i	i	0	i	i
CC1=NNC(=O)C1C(c1ccc(F)cc1)C(C#N)C#N (centres undefined)	i	i	8	i	i	i	i	i	2	i	i
CCOc1ccc2oc(C(=O)NCC3CCCO3)c(C)c2c1 (centres undefined)	i	i	-6	i	i	i	i	i	-11	i	i
O=C(c1ccc(N2C(=O)C3CC=C(Cl)CC3C2=O)cc1)N1CCCCC1 (centres undefined)	i	i	0	i	i	i	i	i	4	i	i

# The list continues.
mol	TRPC6 act	RGS4 inh	SKKanGAS inh	MrgX1 PAM	TMEM16A act	TMEM16A inh	MrgX1 antagonist	TRPC6 inhibitor	HDAC3 inh	MrgX1 agonist	RGS4 act
FC(F)(F)c1cnc(-c2cnc3c(-c4ccc(Cl)cc4)cnn3c2)c(Cl)c1	i	i	-3	i	i	i	i	i	5	i	i
COc1ccc(CC(=O)NCCS(=O)(=O)N2CCN(c3ccccc3)CC2)cc1	i	i	-2	i	i	i	i	i	0	i	i
C=CCn1c(/N=C/c2ccc(OC)cc2)nc2ccccc21	i	i	-2	i	i	i	i	i	-2	i	i
COc1ccc(-c2nnc3ccc(SCC(=O)N4CCCC4)nn23)cc1	i	i	0	i	i	i	i	i	-1	i	i
O=C(Nc1cccnc1Cl)c1ccc(Cl)cc1	i	i	-7	i	i	i	i	i	-11	i	i
O=[N+]([O-])c1cc(S(=O)(=O)N2CCCCC2)ccc1NCCN1CCOCC1	i	i	-2	i	i	i	i	i	-3	i	i
